Diaphorase act – compounds boosting diaphorase resazurin reduction – biochemical, uHTS, resorufin fluorescence, counter-screen for diaphorase-coupled primary assays, primary screen; Diaphorase/resazurin coupled assay, 16 min; active compounds read high; 1 = vehicle wells, 0 = NADH-free wells; activation factor at 20 µM; 190,000 compounds, 0.005% hits;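 active = diaphorase activity raised at least twofold by the compound at 20 µM; inactive = activation factor below 2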
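Material: Purified diaphorase enzyme from Clostridium kluyveri | Buffer or medium: 50 mM HEPES pH 7.4 with 4.542 mM MgCl2, 0.005% Tween 20 | Times: 16 min enzyme reaction, ambient temperature | Signal: Red resorufin fluorescence at 544/590 nm excitation/emission | Measure: Increased resorufin signal from activators or reducing compounds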
G6PDH counter – L. mesenteroides G6PDH inhibitors, counter-screen for G6PDH-coupled screening assays, biochemical, Leuconostoc mesenteroides enzyme. inhibition, % at 5 µM. AID 1020, 2008. 200,000 compounds, 0.12% hits. glucose-6-phosphate dehydrogenase [Leuconostoc mesenteroides]. Purified L. mesenteroides G6PDH, diaphorase/resazurin coupled fluorescence, 45 min; in the data active = inhibition above about 50%
FLuc stim CS – FLuc activators, initial screening, artefact control for FLuc-dependent activation tests, biochemical, ATPlite luminescence. Luciferin 4-monooxygenase (Photinus pyralis), P08659. 200,000 tested, under 10 active. AID 1027, 2008. activation factor at 10 µM. ATPlite luciferase biochemical, 10 min; 0 = ATP-free wells, 1 = DMSO control;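 active = luciferase activation factor, scaled between plate controls, of at least 2 with compound at 10 µM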
Target sequence (P08659 whole entry, looked up): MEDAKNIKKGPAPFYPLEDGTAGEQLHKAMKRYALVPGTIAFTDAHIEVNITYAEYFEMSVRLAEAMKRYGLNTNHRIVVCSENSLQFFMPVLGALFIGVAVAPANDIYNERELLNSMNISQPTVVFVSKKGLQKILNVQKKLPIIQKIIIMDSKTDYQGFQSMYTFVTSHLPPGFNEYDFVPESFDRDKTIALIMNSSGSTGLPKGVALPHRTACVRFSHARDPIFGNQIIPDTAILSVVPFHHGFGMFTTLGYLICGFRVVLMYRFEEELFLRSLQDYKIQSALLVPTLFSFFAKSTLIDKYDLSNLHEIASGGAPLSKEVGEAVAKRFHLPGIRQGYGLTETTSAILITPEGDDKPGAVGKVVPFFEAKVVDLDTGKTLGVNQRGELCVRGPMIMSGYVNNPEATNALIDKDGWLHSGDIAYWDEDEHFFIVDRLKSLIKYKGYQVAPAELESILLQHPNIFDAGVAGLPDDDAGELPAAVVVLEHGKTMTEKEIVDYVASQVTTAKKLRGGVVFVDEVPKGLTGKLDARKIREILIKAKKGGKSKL
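Material: Luciferase/luciferin reagent mix; Doses: test compounds dosed from 2 mM stocks in 100% DMSO; Schedule: 10 min incubation after luciferase reagent addition, room temperature; Measured by: luminescence from luciferase reaction; Read-out: luminescence gain marking luciferase activators.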
PMI act – activators of human PMI, primary screen, biochemical, fluorescence intensity, near-Km mannose 6-phosphate; Mannose-6-phosphate isomerase (Homo sapiens), P34949; AID 1214, 2008; purified human PMI, coupled resazurin fluorescence, 20 min; active compounds read high; 1 = vehicle control, 0 substrate-free wells; activation factor at 20 µM; 190,000 compounds, 0.005% hits;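 active = activation factor of 2 or more at 20 µM, relative to plate controls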
Target sequence (P34949 whole entry, looked up): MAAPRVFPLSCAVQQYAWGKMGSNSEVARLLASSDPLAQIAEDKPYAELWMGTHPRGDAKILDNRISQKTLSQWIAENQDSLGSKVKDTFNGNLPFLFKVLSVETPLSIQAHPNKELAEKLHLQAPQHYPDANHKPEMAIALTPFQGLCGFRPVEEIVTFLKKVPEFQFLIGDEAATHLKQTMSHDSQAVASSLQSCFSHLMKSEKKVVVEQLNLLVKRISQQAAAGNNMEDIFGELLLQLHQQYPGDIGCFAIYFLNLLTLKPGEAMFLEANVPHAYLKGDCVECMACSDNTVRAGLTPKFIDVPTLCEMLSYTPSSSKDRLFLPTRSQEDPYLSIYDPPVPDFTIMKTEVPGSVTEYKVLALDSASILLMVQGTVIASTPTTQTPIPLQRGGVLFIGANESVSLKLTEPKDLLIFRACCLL
TNAP inh hiacc – human TNAP enzyme inhibitors, primary screen, biochemical, luminescent, high phosphate acceptor level, uHTS; inhibition, % at 20 µM; purified TNAP, CDP-star luminescence, 1 M DEA; 200,000 compounds, 0.03% hits; Alkaline phosphatase, tissue-nonspecific isozyme (Homo sapiens), P05186;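 active = over 50% inhibition of tissue-nonspecific alkaline phosphatase at 20 µM in the single-dose screen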;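 note: plate controls were DMSO wells for no effect and EDTA-quenched wells as full inhibition for full effect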
PMI act satM6P – human PMI activators, high substrate, primary screen, biochemical, fluorescence intensity, near-saturating mannose 6-phosphate; Mannose-6-phosphate isomerase (Homo sapiens), P34949; coupled PMI enzyme assay, resazurin fluorescence, 20 min; active compounds read high; 1 = untreated enzyme, 0 = substrate-free blank; activation factor at 20 µM; 190,000 compounds, 0.34% hits; AID 1216, 2008;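 active = activation factor of 2 or more at 20 µM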
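Material: human phosphomannose isomerase with PGI, G6PDH, diaphorase coupling enzymes / Reagent: Man-6-P substrate 1.0 mM / Dosing: single compound dose of 20 µM, 1% DMSO final / Incubation: enzyme reaction with compound 20 min at room temperature / Signal: resorufin fluorescence (Ex 544/Em 590 nm) from resazurin via diaphorase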
Diaphorase inh – diaphorase inhibitors and chemical oxidizers, primary screen, counter-screen for diaphorase-coupled primary assays, biochemical, uHTS, resorufin fluorescence | 190,000 compounds, 0.69% hits | AID 1217, 2008 | diaphorase resazurin-to-resorufin fluorescence, NADH, 16 min; bacterial (C. kluyveri) enzyme, not human | inhibition, % at 20 µM;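 active = primary screen inhibition at 20 µM above a set limit, cut at about 50% in these data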;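 note: plate controls were DMSO with full reaction for no effect and wells lacking NADH for full effect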
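System: Diaphorase enzyme from Clostridium kluyveri | Amount: Enzyme working solution with 0.14 U/mL diaphorase | Benchmarks: No-NADH positive control and DMSO neutral control | Signal: Fluorescence of resorufin formed from resazurin, Ex 544/Em 590 nm | Schedule: 16-min room-temperature incubation before reading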
Efa HMGR inh – inhibitors of E. faecalis class II HMGR, primary screen, biochemical, Enterococcus faecalis | HMG-CoA reductase (Enterococcus faecalis, mvaE) | purified E. faecalis HMGR, NADPH absorbance 340 nm kinetic | inhibition, % at 10 µM | 190,000 compounds, 0.41% hits | AID 1066, 2008;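 active = inhibition above a set limit, the median over all tested compounds plus 3 SD, cut at about 9.5% in these data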;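 note: enzyme runs in reverse so mevalonate oxidation gives rising NADPH absorbance; 0% = complete reaction with DMSO and 100% = background rate lacking mevalonate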
TNAP act hi DEA – TNAP activators at high phosphate acceptor level, primary screen, biochemical, luminescence, uHTS. 200,000 tested, under 10 active. activation factor at 20 µM. purified TNAP, CDP-star luminescence, 1 M DEA, 30 min; active compounds read high; 0 = EDTA background, 1 = DMSO-only activity. AID 1136, 2008. Alkaline phosphatase, tissue-nonspecific isozyme (Homo sapiens), P05186;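 active = activation factor at least 2 at 20 µM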
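Test system – human TNAP · Doses – 20 µM single point · Incubation – 30 min, room temperature · Signal – luminescent substrate turnover signal · Read-out basis – activation factor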
TNAP inh no acc – human TNAP enzyme inhibitors, primary screen, biochemical, luminescent, no phosphate acceptor, uHTS; inhibition, % at 20 µM; purified TNAP, CDP-star luminescence, 30 min; AID 1012, 2008; Alkaline phosphatase, tissue-nonspecific isozyme (Homo sapiens), P05186; 200,000 compounds, 0.26% hits;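 active = tissue-nonspecific alkaline phosphatase inhibition above about 50% at 20 µM in the single-dose screen, limit read from the data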;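 note: 0% = DMSO negative control and 100% = EDTA positive control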
* hit, by the source's call; · = no result given.

A first look:
SMILES	Diaphorase act	G6PDH counter	FLuc stim CS	PMI act	TNAP inh hiacc	PMI act satM6P	Diaphorase inh	Efa HMGR inh	TNAP act hi DEA	TNAP inh no acc
Cc1c(NC(=O)C(=O)/C=C(\O)c2ccc(Br)cc2)c(=O)n(-c2ccccc2)n1C	0.7	-14	1	0.9	4	0.8	26	-1	1	16
CCOc1ccc(NC(=O)CC2C(=O)N(c3ccccc3)C(=O)N2Cc2ccccn2)cc1 (stereo not drawn)	0.8	-2	1.1	1	-6	1	18	-8	1.1	-21
CCCC(CCC)=NNc1ccc(S(=O)(=O)Nc2ccccc2OC)cc1[N+](=O)[O-]	0.8	7	1	0.8	13	0.8	20	-6	0.9	2
CNC(=O)C(C)NS(=O)(=O)c1ccc(F)cc1 (stereo not drawn)	0.9	1	1.1	0.9	0	1	10	0	1	-8
Cc1cccc(C(=O)N2CCN(c3ccc([N+](=O)[O-])c(N4CCOCC4)c3)CC2)c1	1	6	1	0.9	14	0.9	5	-5	0.9	11

This part in full, previewed entries included:
SMILES	Diaphorase act	G6PDH counter	FLuc stim CS	PMI act	TNAP inh hiacc	PMI act satM6P	Diaphorase inh	Efa HMGR inh	TNAP act hi DEA	TNAP inh no acc
Cc1c(NC(=O)C(=O)/C=C(\O)c2ccc(Br)cc2)c(=O)n(-c2ccccc2)n1C	0.7	-14	1	0.9	4	0.8	26	-1	1	16
CCOc1ccc(NC(=O)CC2C(=O)N(c3ccccc3)C(=O)N2Cc2ccccn2)cc1 (stereo not drawn)	0.8	-2	1.1	1	-6	1	18	-8	1.1	-21
CCCC(CCC)=NNc1ccc(S(=O)(=O)Nc2ccccc2OC)cc1[N+](=O)[O-]	0.8	7	1	0.8	13	0.8	20	-6	0.9	2
CNC(=O)C(C)NS(=O)(=O)c1ccc(F)cc1 (stereo not drawn)	0.9	1	1.1	0.9	0	1	10	0	1	-8
Cc1cccc(C(=O)N2CCN(c3ccc([N+](=O)[O-])c(N4CCOCC4)c3)CC2)c1	1	6	1	0.9	14	0.9	5	-5	0.9	11
CCOC(=O)c1cnc2ccc(C(=O)OC)cc2c1Nc1ccc2c(c1)OCCO2	0.9	0	1	1	4	1	14	-8	1	-1
COc1ccccc1NC(=O)N1CCCC1C(=O)NCC1CCCO1 (stereo not drawn)	1.1	6	1	1.1	-3	1.1	-9	-2	1	-9
O=C(Nc1ccccc1-c1nc2ccccc2s1)c1cccnc1	1	-6	1	0.9	-3	1	0	0	1	3
Cc1cc2c3c(c1)C(C)(c1ccccc1)CC(C)(C)N3C(=O)C21C(C#N)=C(N)OC2=C1C(=O)CC(C)(C)C2 (stereo not drawn)	0.9	12	1	0.9	-7	1	8	1	1.1	-5
CCOc1ccc(NC(=O)CCC(=O)c2ccc(-c3ccccc3)cc2)cc1	1	2	1.1	1	3	1.1	-2	-2	1	-12
O=C(O)c1cnccn1	1	8	1	1.3	-2	1.3	-4	0	1	-8
O=C(Nc1ccccc1)Nc1ccccc1C(=O)NCc1ccccc1	0.9	3	0.9	1	-2	1.2	7	-7	1	-16
COCCNC(=O)/C(C#N)=C/c1cc(Br)c(O)c(OC)c1	1	-1	1	1.1	15	0.8	3	-5	0.8	16
CCOC(=O)CN1C(c2ccccc2O)Nc2ccc(Br)cc2C1c1ccccc1 (stereo not drawn)	0.8	-10	1	0.8	4	0.8	20	-1	1	-55
O=C(c1ccccc1Sc1ccccc1[N+](=O)[O-])N1CCCCC1	1.2	7	1	1	-2	1.1	-18	-3	1	10
O=C(CSc1nc(-c2cccs2)cc(C(F)(F)F)n1)Nc1cc(OCC(F)(F)F)cc([N+](=O)[O-])c1	0.9	2	1.1	0.9	2	0.9	8	-1	1	-15
CCOc1ccccc1C(=O)NCc1ccc2c(c1)OCO2	1	2	1	0.9	-5	1	4	0	1.1	-9
Cn1cccc1C(=O)Nc1nccs1	0.8	2	1	0.9	-4	0.9	21	-4	1	-3
COc1ccc(-c2nnc(NC(=O)c3ccc(S(=O)(=O)N4CCc5ccccc5C4)cc3)o2)cc1	0.8	2	1.1	1	-5	1	23	2	1	-13
COc1ccc(NCC(=O)N/N=C/c2ccc3c(c2)OCCO3)cc1	0.9	7	0.9	0.8	2	0.8	13	-6	1	-12
Cc1ccc(NC(=O)CSCC#N)cc1	0.9	4	1	1	1	1.1	10	-6	1	-14
CCOc1cc(N2CCOCC2)c(OCC)cc1NC(=O)c1ccc2ccccc2n1	0.7	13	1	0.8	3	0.5	31	0	1	-1
CCCOc1ccc(N2CC(C(=O)Nc3ccccc3C(=O)NC)CC2=O)cc1 (stereo not drawn)	·	8	1	·	3	·	·	0	1	0
Cc1ccc(N2CC(C(=O)NCCc3ccc(S(N)(=O)=O)cc3)CC2=O)cc1 (stereo not drawn)	1	-1	1.1	0.9	-2	1	5	-3	1	-14
CCCCCCCCCCCC(=O)c1c(O)cccc1O	0.8	4	1.1	0.9	-1	0.9	17	-3	1	-3
O=C(NNc1nc2ccc(Cl)cc2s1)c1cc(-c2cccs2)nc2ccccc12	1	3	1	1.4	6	1.3	0	-2	0.9	-56
O=C1c2cccnc2C(Nc2ccc(Cl)cc2)N1Cc1cccs1 (stereo not drawn)	0.8	1	1.1	0.9	-1	0.8	22	1	1	-6
O=C(Nc1cccc(NC(=O)c2ccc(-c3ccc(Br)cc3)o2)c1)c1ccccc1	0.9	2	1	1	-6	1	9	-2	1.1	-10
CN(C)CCCNCCCNC(=O)/C=N/O	0.9	3	1.1	0.9	-2	0.9	11	0	1	-13
Cc1cccc2cc(CN(CC3CCCO3)C(=O)c3ccco3)c3nnnn3c12 (stereo not drawn)	·	10	1	·	-6	·	·	-1	1.1	-6
C=CCNC(=S)N/N=C/c1ccc(-c2ccc(OC)cc2)o1	0.9	11	1	0.9	2	0.9	8	2	1	7
CC(c1ccccc1)n1c(NCCCn2ccnc2)nc2c1c(=O)[nH]c(=O)n2C (stereo not drawn)	1	7	1	1.1	-4	1.1	2	3	1	-9
O=[N+]([O-])c1ccc(Sc2nccn2Cc2ccccc2)c([N+](=O)[O-])c1	0.9	-6	1.1	0.9	-5	1	13	3	1.1	1
Cc1cc(C(=O)COC(=O)CNS(=O)(=O)c2ccc3ccccc3c2)c(C)n1-c1ccccc1	0.9	-4	1	0.9	-4	1	8	-8	1	-5
CSc1ccc(/C=N/Nc2cccc(C(=O)O)c2)cc1	1	11	0.4	1.5	0	1.3	0	-3	1	-3
Cc1ccc(S(=O)(=O)NNC(=O)Nc2cccc3ccccc23)cc1	0.9	1	1	1	-3	0.9	13	3	1	-11
O=C(O)CCCCCNc1nc2ncn(Cc3ccccc3)c2c(=O)[nH]1	1	3	1	0.9	0	1	4	-8	1	-3
COc1ccc(-c2c(NC(=O)c3ccco3)n(C)c3ccccc3c2=O)cc1	1	19	1	1	-9	1	2	-3	1.1	-11
Cc1cccc(S(=O)(=O)NCCc2ccccc2)c1	1	3	1	1	-1	1	3	1	1	-6
Cc1ccc(CCN2CC(C(=O)NCCCOC(C)C)CC2=O)cc1 (stereo not drawn)	1	1	1.1	1	-3	1	1	-2	1	-10

One compound at a time, as listed above. Order of values: Diaphorase act	G6PDH counter	FLuc stim CS	PMI act	TNAP inh hiacc	PMI act satM6P	Diaphorase inh	Efa HMGR inh	TNAP act hi DEA	TNAP inh no acc
CN(C)CCCNCCCNC(=O)/C=N/O in the list: 0.9	3	1.1	0.9	-2	0.9	11	0	1	-13
Cc1cccc(S(=O)(=O)NCCc2ccccc2)c1 in the list: 1	3	1	1	-1	1	3	1	1	-6
C=CCNC(=S)N/N=C/c1ccc(-c2ccc(OC)cc2)o1 in the list: 0.9	11	1	0.9	2	0.9	8	2	1	7

Next entries follow:
SMILES	Diaphorase act	G6PDH counter	FLuc stim CS	PMI act	TNAP inh hiacc	PMI act satM6P	Diaphorase inh	Efa HMGR inh	TNAP act hi DEA	TNAP inh no acc
COc1ccc(CC(=O)NNC(=O)c2ccncc2)cc1	0.9	2	1	1	-1	1	10	-1	1	-3
CCOC(=O)C1CCN(S(=O)(=O)c2cc(F)ccc2OC)CC1	0.8	-3	1	1	-5	1	17	-2	1	-10
CCOc1ccc(NC(=O)CSc2nc3ccccc3c(=O)n2CCCC(=O)N2CCCC2)cc1	0.9	-5	1	0.9	-6	1	11	-1	1.1	-7
CCCCCCc1cc2cc(C(N)=O)c(=N)oc2cc1O	1	-3	0.9	1	-5	1.1	0	2	1.1	-33
COc1cc2[nH]c(=O)n(CCCCCC(=O)NCCc3c[nH]c4ccccc34)c(=O)c2cc1OC	0.9	4	1	1	-3	1	14	-1	1	-10
NC(=O)CN1CCN(S(=O)(=O)c2ccc(Br)cc2)CC1	1	8	1	1.2	-2	1.1	0	0	1	-16
C=CCNC(=O)/C(=C/c1cccc([N+](=O)[O-])c1)NC(=O)c1ccccc1	0.9	8	1.1	1.1	-3	1	11	1	1	1
CCn1nnnc1SCC(=O)c1ccc(C)cc1	0.9	8	0.9	1	-4	1	10	-4	1	-7
COC(=O)c1sc(NC(=O)CSc2n[nH]c(N)n2)c(C(=O)OC)c1C	0.8	-4	1	0.9	-3	0.8	24	4	1	-59

Screening data as filed in PubChem.

An unsorted share of the library; about 1.7% have a hit in one of these screens.
